IDE inh – human IDE inhibitors in live cells, primary screen, fluorescence polarization, HEK cells, FAbetaB substrate. Insulin-degrading enzyme (Homo sapiens), P14735. FAbetaB cleavage. inhibition, % at 5.59 µM. hit rate 0.41% among 320,000. AID 434962, 2010;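 active = percent inhibition above the average of all tested compounds plus 3 SD, set per screening campaign, cut at about 16% in these data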;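 note: IDE supplied by intact live HEK cells; FP after avidin binding of uncleaved biotin substrate so inhibition keeps polarization high; 0% = DMSO wells and 100% = 60 µM reference IDE inhibitor Ii1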
UBC9 SUMO inh – inhibitors of in vitro SUMOylation cascade, primary screen, biochemical, HTRF, uHTS. SUMO-conjugating enzyme UBC9 (Homo sapiens), P63279. HTRF SUMOylation assay, SAE1/SAE2 + UBC9. inhibition, % at 35 µM. hit rate 0.36% among 290,000; in the data active = inhibition above about 50%, passing the limit was not always enough; note: strong numbers were not always called active
Target sequence (P63279 whole entry, looked up): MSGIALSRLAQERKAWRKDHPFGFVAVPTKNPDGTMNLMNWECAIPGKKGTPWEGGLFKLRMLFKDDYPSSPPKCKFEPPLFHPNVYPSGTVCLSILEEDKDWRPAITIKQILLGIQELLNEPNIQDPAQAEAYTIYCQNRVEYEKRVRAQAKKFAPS
VIM-2 inhibitor – VIM-2 metallo-beta-lactamase inhibitors, primary screen, biochemical, epi-absorbance readout, Pseudomonas aeruginosa enzyme. purified VIM-2, nitrocefin hydrolysis, epi-absorbance fluorescence. hit rate 0.89% among 290,000. inhibition, % at 5.6 µM;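 active = inhibition above the mean of all tested compounds plus 3 SD, cutoff set per screening run, cut at about 7.5% in these data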;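 note: red hydrolysis product quenches plate fluorescence so inhibitors raise well fluorescence; 0% = enzyme with DMSO and 100% = DMSO without enzyme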
HCV NS3 hel inh – inhibitors of HCV NS3 helicase, primary screen, biochemical, Cy5 molecular beacon fluorescence | Hepatitis C virus NS3 helicase | NS3 helicase DNA unwinding | inhibition, % at 10.9 µM | hit rate 0.56% among 290,000;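 active = inhibition above the mean of all tested compounds plus 3 SD, set per campaign, cut at about 35% in these data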;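 note: 0% = DMSO wells and 100% = thioflavine S control wells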
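Compound dosing – single dose, 10.9 µM nominal final, DMSO 0.8% final · System – NS3 helicase fragment of HCV · Buffer or medium – MOPS pH 6.5, MgCl2, DTT, Tween20, BSA · Signal – Cy5 beacon fluorescence read at start and 1 h · Also added – annealed dual-labelled DNA beacon duplex, ATP-started · Schedule – 1 h at 25 °C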
PfM18AAP inh – PfM18AAP inhibitors, malaria aminopeptidase, primary screen, biochemical, QFRET, recombinant enzyme. M18 aspartyl aminopeptidase (Plasmodium falciparum 3D7). H-Glu-NHMec fluorogenic cleavage. inhibition, % at 7.35 µM. hit rate 1.2% among 290,000. AID 1822, 2009;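 active = inhibition above the campaign mean inhibition over all tested compounds plus 3 SD, cut at about 28% in these data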;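 note: 0% = plate median of test compound wells and 100% = 2 mM ZnCl2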
IDE cell activ – human IDE activators in live cells, primary screen, fluorescence polarization, HEK cells, FAbeta-B substrate; Insulin-degrading enzyme (Homo sapiens), P14735; FAbeta-B cleavage; 0% vehicle, 100% cell-free pure enzyme wells; activation, % at 5.96 µM; hit rate 0.073% among 340,000; AID 493087, 2011;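 active = activation above the mean of all tested compounds plus 3 SD, set per screening campaign, cut at about 17% in these data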
IMP-1 inh – IMP-1 metallo-beta-lactamase inhibitors, primary screen, biochemical, epi-absorbance readout, Pseudomonas aeruginosa enzyme; AID 1556, 2009; purified IMP-1, nitrocefin hydrolysis, epi-absorbance fluorescence; hit rate 0.45% among 290,000; metallo-beta-lactamase IMP-1 (Pseudomonas aeruginosa); inhibition, % at 5.6 µM;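 active = inhibition above the mean plus 3 SD of all compounds in the same screening run, cut at about 4.5% in these data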;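 note: 0% = IMP-1 with DMSO and 100% = DMSO wells lacking enzyme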
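Test system: recombinant IMP-1 enzyme, purified / Medium: HEPES buffer pH 7.1 with ZnSO4 and Brij 35 / Doses: single dose, 5.6 µM / Times: 25 °C, 15 min preincubation, 25 min reaction / Detection: Epi-absorbance via hydrolysed-nitrocefin quenching of white-plate fluorescence, 480/530 nm, EDTA stop / Evaluation: percent inhibition from optical density relative to buffer-blank wells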
pCIP destab – p/CIP-EGFP fusion destabilizers, primary screen, fluorescence, F442A cells | Q05BA5 | 16 h | decrease of EGFP signal, % at 10 µM | hit rate 0.01% among 290,000 | AID 1984, 2009;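 active = EGFP signal decrease of at least 30% at 10 µM or well 3 SD below plate mean, unless failing retest; inactive = the rest, including hits failing retest or dose response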; note: some compounds called inactive have numbers as strong as hits; many of its hits are not listed in these tables
FID counter – compounds displacing fluorescent DNA intercalator, primary screen, artefact control for HCV NS3 helicase inhibitor project, biochemical, FID fluorescence; DNA fluorescent intercalator displacement; inhibition, % at 7.9 µM; hit rate 0.17% among 290,000; in the data active = inhibition above about 37%;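 note: 0% = vehicle and 100% = reference compound; higher means more ethidium bromide displaced from hairpin DNA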
Starred values were filed as active, the others as inactive; · = no result given.

SMILES | IDE inh | UBC9 SUMO inh | VIM-2 inhibitor | HCV NS3 hel inh | PfM18AAP inh | IDE cell activ | IMP-1 inh | pCIP destab | FID counter
Cc1ccc(Nc2cc(C)nc3ncnn23)c(Cl)c1 | -5 | 13 | 1.6 | 9 | 1 | 1 | -5.6 | 6 | -8
C=CCC(=O)N1CCCC(C(=O)c2ccc(Cl)cc2)C1 (stereo not given) | 4 | -1 | 0.5 | -8 | -7 | 4 | -0.1 | 4 | -12
COC(=O)c1cc(C)sc1NC(=O)c1ccco1 | -6 | 23 | 8.1* | -8 | -13 | 1 | 0.3 | 1 | -8
COc1cccc(-n2c(=O)c3ccccc3n(CC(=O)NCC3CCCO3)c2=O)c1 (stereo not given) | -3 | 16 | -2.8 | 0 | -5 | 3 | -4.9 | -1 | -6
O=C(COc1ccccc1Cl)Nc1ccc(CN2CCOCC2)cc1 | 1 | 10 | -1.7 | 0 | -13 | 4 | -2.3 | -15 | -6
CC(C)c1ccc(C(=O)NC(=S)NCc2cccnc2)cc1 | -5 | -1 | -2.9 | 5 | -3 | -1 | -2.3 | 0 | -28
CCOC(=O)c1cnc(SCC(=O)N2CCOCC2)nc1N | -1 | 8 | -0.1 | 17 | -9 | 6 | -2.7 | -8 | -7
O=C(CSc1ccc2nnc(-c3ccncc3)n2n1)Nc1ccc2c(c1)OCO2 | 1 | 14 | -2.4 | -6 | 1 | -5 | -3.0 | -20 | 1
Cc1cc(C)c2c(c1)-c1cc(C)nn1C(c1ccc3c(c1)OCO3)N2 (stereo not given) | -1 | 1 | -2.9 | -2 | -10 | 3 | -4.3 | -3 | -15
CC(C)=CCN1CCN(Cc2cccnc2)CC1CCO (stereo not given) | 6 | 4 | -1.9 | 2 | -3 | 1 | -2.4 | 2 | -1
COc1ccc2c(c1)NC(=O)CC(c1ccccc1)=N2 | -1 | -2 | 0.0 | -5 | 4 | 2 | -4.2 | 4 | -1
CCOc1cc(CC(=O)N[C@@H](CC(C)C)c2ccccc2N2CCCCC2)ccc1C(=O)O | -1 | 12 | -3.2 | 2 | 5 | 8 | -1.4 | 1 | -42
Cc1cc(C)n2nc(C(=O)NC3CCCc4ccccc43)nc2n1 (stereo not given) | -1 | 4 | -1.8 | 0 | 3 | 3 | -0.8 | -7 | -4
COC(=O)c1cccc(C23CC4(C2)[C@H](CN(Cc2ccc(-c5ccccc5)cc2)[C@@H]4c2ccccc2)C3c2ccc(Cl)nc2)c1 (stereo not given in full) | 2 | 2 | · | · | · | 3 | · | 0 | ·
Cc1ccc(S(=O)(=O)NC(CC(=O)N2CCc3ccccc32)c2ccco2)cc1 (stereo not given) | -2 | 1 | 0.2 | -6 | 2 | -2 | -2.5 | -3 | -20
Fc1ccc(-c2cn3cc(C(F)(F)F)cc(Cl)c3n2)cc1 | -4 | -1 | -4.1 | -1 | -12 | 3 | -0.9 | 2 | -1
CCOCCOC(=O)C1=C(C)NC(=O)NC1c1ccc2c(c1)OCO2 (stereo not given) | -1 | -1 | -1.5 | 0 | -1 | 4 | -1.2 | 3 | -3
Cc1ccc(N2CCN(S(=O)(=O)c3cccs3)CC2C)cc1 (stereo not given) | -1 | -21 | -1.2 | -7 | -2 | 5 | -2.2 | 3 | -17
C=CCOC(=O)C1=C(C)Nc2[nH]c(=O)[nH]c(=O)c2C1c1cccc(OC)c1 (stereo not given) | · | 12 | -1.9 | 11 | -4 | · | -5.5 | 4 | -16
O=C1NCCN1Cc1ccc(F)cc1 | 0 | 8 | -1.7 | -8 | -2 | 6 | -1.6 | -16 | -2

Rewritten as tab-separated lines: part of the list above
smiles	IDE inh	UBC9 SUMO inh	VIM-2 inhibitor	HCV NS3 hel inh	PfM18AAP inh	IDE cell activ	IMP-1 inh	pCIP destab	FID counter
O=C(COc1ccccc1Cl)Nc1ccc(CN2CCOCC2)cc1	1	10	-1.7	0	-13	4	-2.3	-15	-6
CC(C)c1ccc(C(=O)NC(=S)NCc2cccnc2)cc1	-5	-1	-2.9	5	-3	-1	-2.3	0	-28

The list goes on.
SMILES | IDE inh | UBC9 SUMO inh | VIM-2 inhibitor | HCV NS3 hel inh | PfM18AAP inh | IDE cell activ | IMP-1 inh | pCIP destab | FID counter
COCCCNc1oc(/C=C/c2ccccc2)nc1C#N | 3 | 33 | -2.3 | -3 | 11 | -1 | -2.8 | -7 | -24
COCCCn1c(=O)c2sccc2n2c(CCCC(=O)NCc3ccc(OC)cc3)nnc12 | -9 | -5 | -1.6 | 7 | 0 | 0 | -2.9 | 11 | -30
CC1(C)SC[C@H](C(=O)Nc2cccc(Cl)c2)N1C=O | 10 | 19 | 0.2 | -3 | -8 | 4 | -4.1 | -14 | -5
CCOc1ccc(NS(=O)(=O)c2ccc3[nH]c(=O)[nH]c3c2)cc1 | 5 | 2 | 0.5 | 0 | 5 | 4 | 0.0 | -4 | 2
O=C1c2ccccc2C(=O)N1CCCc1nc(-c2ccccc2)no1 | 5 | -4 | -0.1 | 17 | 3 | 5 | 2.5 | -2 | 0
COc1ccc(C(C)=O)cc1COC(=O)c1cccnc1Cl | 8 | 8 | -0.8 | 7 | 0 | 3 | -3.9 | 7 | -19
Cc1nc2cc(-c3ccccc3)sc2c(=O)n1N | -1 | -10 | -1.5 | 1 | -2 | 2 | -0.3 | 2 | 2
COc1ccc(OC)c2c1sc(=NC(=O)c1ccco1)n2C | 4 | 12 | -1.1 | -7 | -2 | -1 | 0.8 | -11 | -1
Oc1ccc(N2Cc3ccccc3C2)cc1 | 7 | -14 | 0.5 | 33 | 5 | -2 | -4.0 | -7 | -10
CCS(=O)(=O)c1ccc2oc(SCC(=O)NC34CC5CC(CC(C5)C3)C4)nc2c1 | 0 | -8 | -3.7 | -1 | -7 | 6 | -1.7 | 0 | -26
O=C1C=C(Nc2ccccc2C(=O)O)c2ccccc2C1=O | 0 | · | 1.9 | 20 | 27 | 2 | -1.0 | 7 | -6
Cc1ccc(NC(=O)Nc2ccc3c(c2)OCO3)nc1 | 1 | 2 | -2.7 | 14 | -1 | 3 | -2.9 | -4 | -11
CN(C)S(=O)(=O)N1CCC(Oc2cccc(C(=O)NCCCC3CCCC3)c2)CC1 | 5 | -2 | -1.5 | -6 | -5 | -2 | -2.8 | -14 | -54
CCCC(=O)Nc1ccc(NC(=O)c2ccccn2)cn1 | 1 | -2 | -0.7 | 3 | -12 | 6 | -0.3 | -9 | -3
Cc1nc2ncccn2c1-c1csc(NCc2ccco2)n1 | -3 | 10 | -3.5 | 3 | 20 | 3 | -4.0 | -12 | -3
C/C=C(/C)C(=O)Nc1cccc(C2=NOC3(C2)C[C@@H](C(N)=O)N(C(=O)CC(c2ccccc2)c2ccccc2)C3)c1 (stereo not given in full) | -9 | -3 | · | · | · | -4 | · | -7 | ·
COc1ccc(N(CC(=O)NCCc2ccccc2)C(=O)c2csnn2)cc1OC | -3 | 6 | -2.4 | -4 | -2 | 2 | -0.9 | 4 | -15
C/C(=N\NC(=O)c1ccc(N2CCCC2=O)cc1)c1ccccc1 | 8 | 13 | 0.1 | 2 | -2 | 1 | -4.2 | -10 | -22
O=C(CCNc1ccccc1)c1ccc2c(c1)OCO2 | 8 | -16 | -0.1 | -2 | 3 | 5 | 0.7 | -2 | -3
Cc1cccc(C(C)(C)C)c1OCCOCCN1CCCC1 | 1 | 2 | -0.7 | 0 | -6 | 6 | -1.9 | -3 | 5
O=C(CSc1nc(-c2ccco2)cc(C(F)(F)F)n1)Nc1cccnc1 | 1 | 14 | 1.0 | 15 | -14 | 1 | 0.0 | -9 | -15
CCOc1c2ccc(C(=O)NCCCCc3ccccc3)cc2nn1C | 4 | 15 | -2.0 | -11 | -1 | 6 | -3.3 | 3 | -21
Cc1ccc(NC(=S)NCc2ccc(F)cc2)c(C)c1 | -5 | 20 | -1.6 | -3 | -4 | 7 | -3.2 | -5 | -9
OCC1(CCOc2ccccc2)CCN(Cc2cc(Cl)ccc2O)CC1 | 0 | 9 | -1.6 | -20 | 0 | 0 | -3.6 | -2 | 17
CCCn1c(SCC(=O)N(CC)CC)nnc1-c1ccncc1 | 0 | 21 | 3.6 | 16 | 5 | -5 | 0.6 | 4 | -5
O=C(COC(=O)C1CC1)NCc1ccccc1Cl | 6 | -4 | 1.4 | 6 | 12 | 4 | 0.0 | -3 | -3
CCSc1nc2ccccc2n1CC(=O)O | 1 | 5 | 0.5 | -8 | 10 | 6 | 0.1 | -2 | 1
CN1CCC(=NNC(=O)COc2ccc(Cl)cc2)CC1 | -4 | 14 | -3.9 | -4 | 2 | 7 | -1.7 | -10 | -6
O=S(=O)(c1ccc(Cl)c(Cl)c1)N1CCc2nc3ccccc3n2CC1 | · | 2 | -3.1 | -3 | -8 | 5 | -3.3 | -4 | -2
CC(C)c1ccc(NC(=S)Nc2ccc3[nH]c(=O)[nH]c3c2)cc1 | -1 | 9 | -3.2 | -5 | -1 | -10 | -1.2 | 5 | 1
O=C(N/N=C/c1cc([N+](=O)[O-])ccc1O)c1cccc(NC(=O)c2cccc(Cl)c2)c1 | -4 | -1 | -2.3 | -6 | -4 | 6 | -2.1 | -25 | -6
CCOC(=O)c1cccc(NC(=O)c2ccc(NC(=O)c3ccco3)cc2)c1 | 4 | 6 | -2.1 | -9 | -1 | 0 | -1.3 | -2 | -26
Cc1ccc(-n2nc(C(=O)O)cc2-c2ccccc2)cc1 | -2 | 16 | -2.0 | -1 | 2 | 2 | 1.3 | 2 | -24
O=C(c1ccc(Cl)nc1)N1CCC(Cc2ccccc2)CC1 | 0 | 24 | -0.8 | -2 | 1 | 3 | -0.7 | -2 | -26
Cc1ccc2cc(CN(CCN3CCCC3)C(=O)Nc3ccccc3)c(=O)[nH]c2c1C | -2 | 10 | 2.4 | -45 | 1 | 8 | -0.9 | -3 | 32
Cc1cccc(N2CCN(C(=S)NC3CCCCC3)CC2)c1C | 6 | -32 | -0.7 | -5 | -6 | 1 | -1.0 | -2 | -2
COc1ccc(CCNC(=O)c2ccc3ccccc3n2)cc1OC | -2 | 3 | -0.4 | 0 | -3 | 2 | -4.5 | -2 | -30
Cn1c(O)c(C=Nc2ccc(N3CCOCC3)cc2)c(=O)n(C)c1=S | · | 12 | -2.1 | 5 | 18 | 2 | -2.9 | -19 | -1
CCc1nnc(NC(=O)c2nc3nccc(C)n3n2)s1 | 4 | -9 | -1.8 | -2 | 3 | 3 | -3.1 | -20 | 0

Screening results as filed in PubChem.
